Screening data as filed in PubChem BioAssay.
ABCB6 inh MLPCN: ABCB6 transporter inhibitors, primary screen, K562-ABCB6 cells, flow cytometry, MLPCN library; fluorescence ratio to DMSO, % at 10 µM; ATP-binding cassette sub-family B member 6 (Homo sapiens), Q9NP58; 0.19% of 360,000 active; K562-ABCB6 porphyrin accumulation, 1 h; active compounds read low; AID 602162, 2011;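 active = fluorescence ratio to DMSO below 75%, the collection mean minus 3 SD; inconclusive = too few cells collected in the well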;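 also: signal is porphyrin accumulated inside mitochondria; 100% equals median channel fluorescence of DMSO control wells; lower ratio means ABCB6 inhibition with less porphyrin fluorescence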
MC4R antagonist: MC4R antagonists of cAMP signaling, primary screen, cell-based, TR-FRET, antagonist arm of biased-ligand search. Melanocortin receptor 4 (Homo sapiens), P32245. MC4R-expressing cells, MTII-stimulated cAMP, LANCE TR-FRET. inhibition, % at 6.5 µM. 0.48% of 360,000 active. AID 540295, 2011;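 active = inhibition above its plate's cutoff, the mean of tested wells on that plate plus 3 SD, cut at about 29% in these data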;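 also: 0% = Melanotan II alone and 100% = Melanotan II plus saturating MCL0020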
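Assay system: U2OS cells stably expressing human melanocortin 4 receptor (MC4R) / Dosing: 6.5 µM / Timing: compound 30 min, challenge 1 h, detection 1 h / Measured by: Eu-cAMP/anti-cAMP TR-FRET, emission 671 nm / Replicates: singlicate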
TLR9-MyD88 inh: inhibitors of TLR9-MyD88 association in cells, primary screen, cell-based, CHO, BLA complementation, fluorescence. AID 504734, 2011. Toll-like receptor 9 (Homo sapiens) + Myeloid differentiation primary response protein …. inhibition, % at 4.98 µM. 0.21% of 340,000 active. CCF4 FRET ratio;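 active = inhibition above the mean over all tested compounds plus 3 SD, cut at about 21% in these data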;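 also: 0% = DMSO only wells and 100% = clavulanate BLA inhibitor control wells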
Target sequence (Q99836 whole entry, looked up): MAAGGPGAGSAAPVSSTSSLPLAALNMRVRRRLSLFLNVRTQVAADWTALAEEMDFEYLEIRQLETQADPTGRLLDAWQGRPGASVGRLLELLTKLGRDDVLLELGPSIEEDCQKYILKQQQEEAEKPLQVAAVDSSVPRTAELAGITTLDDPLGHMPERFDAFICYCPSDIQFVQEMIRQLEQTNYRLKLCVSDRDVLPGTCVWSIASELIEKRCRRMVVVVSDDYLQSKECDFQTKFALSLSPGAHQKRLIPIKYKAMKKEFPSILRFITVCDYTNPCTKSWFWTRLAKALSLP
Target sequence (Q9NR96 whole entry, looked up): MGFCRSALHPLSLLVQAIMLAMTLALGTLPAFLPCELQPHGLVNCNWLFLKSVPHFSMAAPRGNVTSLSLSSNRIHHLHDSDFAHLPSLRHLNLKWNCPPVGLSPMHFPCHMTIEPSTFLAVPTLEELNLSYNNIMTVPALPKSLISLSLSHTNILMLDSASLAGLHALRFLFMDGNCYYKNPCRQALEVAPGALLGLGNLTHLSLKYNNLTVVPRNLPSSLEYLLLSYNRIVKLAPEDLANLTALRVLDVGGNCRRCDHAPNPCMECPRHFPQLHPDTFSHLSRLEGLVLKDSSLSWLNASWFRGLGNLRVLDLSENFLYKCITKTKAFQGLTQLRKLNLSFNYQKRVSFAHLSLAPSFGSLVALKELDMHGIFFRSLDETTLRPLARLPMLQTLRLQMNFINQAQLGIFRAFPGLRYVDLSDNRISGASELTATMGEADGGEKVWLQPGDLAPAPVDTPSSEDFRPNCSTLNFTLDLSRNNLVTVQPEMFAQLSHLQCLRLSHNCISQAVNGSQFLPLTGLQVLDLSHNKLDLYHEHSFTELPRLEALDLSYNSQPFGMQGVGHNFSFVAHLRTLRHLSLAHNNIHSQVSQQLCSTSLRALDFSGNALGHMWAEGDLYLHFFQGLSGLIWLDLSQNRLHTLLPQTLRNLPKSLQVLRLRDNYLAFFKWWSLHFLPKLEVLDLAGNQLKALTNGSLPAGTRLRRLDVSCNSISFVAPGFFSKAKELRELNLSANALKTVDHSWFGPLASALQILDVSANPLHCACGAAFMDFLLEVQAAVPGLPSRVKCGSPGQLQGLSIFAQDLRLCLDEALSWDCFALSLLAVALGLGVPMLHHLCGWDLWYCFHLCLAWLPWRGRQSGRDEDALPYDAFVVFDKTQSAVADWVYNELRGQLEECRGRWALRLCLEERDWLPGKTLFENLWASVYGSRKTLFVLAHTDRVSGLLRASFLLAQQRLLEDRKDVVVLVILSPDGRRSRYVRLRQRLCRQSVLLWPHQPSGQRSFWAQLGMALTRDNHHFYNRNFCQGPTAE
Glyco luc inh: increase of ERlucT glycosylation luciferase signal, primary screen, N-linked glycosylation inhibitor project, D54 ERlucT cells, luminescence, set 2; reporter increase, % at 12.5 µM; 0.23% of 360,000 active; D54 ERlucT glycosylation luciferase reporter, 24 h; percent of 100 nM tunicamycin response;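 active = mean luciferase reporter signal, scaled so untreated is 0 and the glycosylation-blocking control 100, at or above a set limit in every replicate; inconclusive = mean reaches the limit but not every replicate does; inactive = mean below the limit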;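 also: luciferase carries N-glycosylation sites so blocking glycosylation raises the light; 0% = median of neutral control wells and 100% = median of 100 nM tunicamycin wells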
Vif inh: HIV Vif self-association inhibitors, primary screen, imaging, HEK293T, single point; inhibition, % at 7.49 µM; HEK293T cells, Vif self-association by quenched fluorescence, 24 h; AID 602346, 2012; 0.35% of 340,000 active; in the data active = inhibition above about 50%, passing the limit was not always enough; inconclusive = no clear call, values can overlap the other calls; inactive = below about 31%; also: some results filed as inactive read as strong as hits
Granule exo inh: LAMP-1 surface exposure blockers, TALL-104 cells – cell-based, flow cytometry, MLPCN library, primary screen; TALL-104 LAMP-1 surface exposure; cells stimulated with thapsigargin and PMA; inhibition, % at 10 µM; 0.66% of 360,000 active; AID 651702, 2012;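 active = inhibition above about 55%, limit read from the data; inconclusive = no clear call, values can overlap the other calls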
aDG glyco up: activators of alpha-DG glycosylation, primary screen, uHTS, Pro5-aDG cells, AlphaScreen | alpha-DG glycosylation AlphaScreen (IIH6); 0% Pro5, 100% B10-LARGE cell signal | activation, % at 10 µM | 0.22% of 360,000 active | AID 624168, 2012;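 active = activation of at least 8% versus controls, or a plate z-score of at least 8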;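 also: Pro5 are CHO cells carrying HIG-tagged alpha-DG that lacks glycosylation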
ABHD5 PLIN5 PPI: ABHD5-PLIN5 interaction inhibitors, primary screen, cell lysate, split luciferase complementation, luminescence | Split G. princeps luciferase complementation, 4 h | inhibition, % at 4 µM | 0.78% of 360,000 active | AID 602281, 2012;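 active = inhibition above the mean inhibition across every tested compound plus 3 SD, cut at about 22% in these data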;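 also: 0% = DMSO only wells and the 100% control is not disclosed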
NOD2-RIPK2 inh: NOD2-RIPK2 binding disruptors in cells, primary screen, fluorescence, CHO cells, BLA complementation; Receptor-interacting serine/threonine-protein kinase 2 (Homo sapiens), O43353; CCF4 ratio; inhibition, % at 4.98 µM; 0.38% of 360,000 active; AID 624267, 2012; in the data active = inhibition above about 21%;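 also: 0% = vehicle only and 100% = reference blocker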
MC4R barr agon: MC4R agonists recruiting beta-arrestin, primary screen, cell-based, luminescence, agonist arm of biased-ligand search; Melanocortin receptor 4 (Homo sapiens), P32245; U2OS MC4R beta-arrestin complementation; percent of melanotan II response, DMSO zero; activation, % at 8.9 µM; 0.98% of 360,000 active; AID 540308, 2011;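 active = activation above a per-plate cutoff, the mean activation of sample wells on that plate plus 3 SD, cut at about 8% in these data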
Active calls of the source: *; ? = inconclusive; / = no result given. Some of the compounds tested. The share of hits here may be higher or lower than overall.

ABCB6 inh MLPCN	MC4R antagonist	TLR9-MyD88 inh	smiles	Glyco luc inh	Vif inh	Granule exo inh	aDG glyco up	ABHD5 PLIN5 PPI	NOD2-RIPK2 inh	MC4R barr agon
98	/	/	COCCCn1cc(CN2CC(N3CCN(Cc4ccccc4F)CC3)CS2(=O)=O)nn1 (stereo not given)	/	/	-6	0.2	4	3	/
96	-3	-1	COc1ccnc(Oc2ccc(C)cc2)c1C#N	-1	19	3	-0.1	1	-11	-1.5
100	-5	0	COc1cc(CCC(=O)NCCc2ccc(F)cc2)cc(OC)c1OC	1	-2	-1	1.0	4	-7	1.5
98	3	0	COc1cccc(S(=O)(=O)N(C)C[C@H]2OCc3cnnn3CCCC(=O)N([C@@H](C)CO)C[C@H]2C)c1	3	2	6	3.1	6	5	2.4
103	4	8	O=C(O)c1cscn1	2	1	0	0.2	6	-6	-0.7
95	-8	5	COC(=O)CCC(=O)NN1C(=O)c2ccccc2C1=O	1	0	6	-0.1	-3	-1	-1.7
97	7	3	COc1ccc([C@H]2CC(=O)C=C(/C=C/c3ccc(Cl)cc3)C2)cc1	0	-2	37	-0.1	0	0	-2.4
96	6	-10	COc1cccc(OCCNS(=O)(=O)c2ccccc2[N+](=O)[O-])c1	-1	-3	11	-0.4	-4	7	-1.5
97	9	-1	Cc1ccccc1-c1cc(C(=O)n2cccn2)c2cc(Cl)ccc2n1	-2	-11	1	0.0	0	-3	1.1
101	9	2	CN(C/C(O)=C(\C#N)c1ccccc1)C1CCCCC1	2	7	-2	-0.2	-3	-14	-1.2
101	-13	-16	CC(C)(O)CNC(=O)Nc1ccc(Cl)c(Cl)c1	-3	-2	18	0.0	-8	2	-0.3
99	1	5	Cc1ccc(S(=O)(=O)N/N=C/C(C)(C)CO)cc1	1	/	3	-0.1	-4	-1	1.0
99	1	2	CCOc1ccccc1N1CC(C(=O)NCCOc2ccccc2OC)CC1=O (stereo not given)	3	1	6	-0.3	-4	2	-0.5
98	25	-4	c1cnc2c(c1)ncc1cscc12	-4	-2	-4	-0.2	0	3	-2.4
97	/	/	Cc1cccc(C)c1NC(=O)CN1CCN(c2ccc(F)cc2)CC1	5	7	8	-0.3	-5	0	/
106	2	2	CCOC(=O)N1C/C(=C\c2ccccc2)C(=O)/C(=C/c2ccccc2)C1	6	/	-3	0.0	69*	8	-3.4
94	-3	-6	COc1cc(C(=O)COC(=O)C2CCCCC2)cc(OC)c1OC	0	-8	-6	0.0	6	-7	-2.7
94	-4	4	CC(C)n1nc(C(=O)OCC(=O)c2c[nH]c3ccccc23)c2ccccc2c1=O	1	-4	6	-0.2	0	-4	1.3
98	3	1	CC1(C)NC(=O)N(CC(O)COC2CCCCC2)C1=O (stereo not given)	0	9	3	0.1	4	-4	-0.7
91	3	4	Cc1cc(C)c(NC(=O)CN(C)C(=O)c2ccc(OCc3ccccc3)cc2)c(C)c1	-2	-5	5	0.3	2	-4	-1.5
89	2	2	COc1ccc2nc(Nc3nc(CSc4ccc(C)cc4)cc(=O)[nH]3)nc(C)c2c1	2	4	2	2.0	0	-19	1.5
96	-9	2	C[n+]1cnc(-c2ccccc2)cc1-c1ccccc1	2	12	-3	-0.2	19	-16	3.6
96	-4	-13	CC(C)(C)C(=O)OCCNc1nc(-c2ccccc2)nc2ccccc12	0	-10	8	1.9	-4	2	1.7
99	1	-4	C=CC(=O)Nc1ccc(Nc2ccnc(Nc3ccc(N4CCN(C)CC4)cc3)n2)cc1	-7	-2	-5	-0.6	8	-5	0.5
100	-1	-2	COc1cccc2cc(C(=O)N3CCN(c4ccc(C)cc4C)CC3)c(=O)oc12	5	-9	4	0.0	5	-5	0.7
95	1	2	Cn1nnnc1SCCNCC#Cc1ccccc1	0	-5	-3	-0.2	-3	0	-2.2
103	28	10	COc1ccc(OC)c(C2Nc3c(Cl)ccc(C(=O)O)c3C3C=CCC32)c1 (stereo not given)	0	-2	-2	-0.3	3	1	-2.4
95	8	0	O=C(Cc1ccc(Br)cc1)NCCc1ccc(F)cc1	-7	-2	-2	0.0	-1	2	1.1
98	0	1	C/C(=N\NC(=O)c1cccs1)c1ccc2ccccc2c1	2	15	1	0.0	-1	-1	3.1
103	3	8	OCC1(CC2CCCCO2)CCN(C/C=C/c2ccccc2)CC1 (stereo not given)	0	?	-2	0.0	0	-5	-3.0
95	-3	4	COc1cccc(CC2(CO)CCCN(Cc3cc(F)ccc3-n3cccn3)C2)c1 (stereo not given)	-1	-16	2	0.9	-2	-6	-1.5
103	-6	10	C#CCn1c(CCNC(=O)c2ccco2)nc2ccccc21	1	-2	6	0.2	0	-7	-0.3
94	0	3	c1ccc(-c2nnc(N3CCN(c4ccccn4)CC3)c3ccccc23)cc1	-3	-2	1	0.1	2	-8	2.3
96	-1	-1	O=C(Cc1ccc(F)cc1)Nc1nccs1	4	-4	-10	-0.1	1	-3	-0.2
92	7	0	CCN(CC)S(=O)(=O)c1cccc(-c2nnc(SCCCC(=O)c3ccc(F)cc3)o2)c1	-5	-10	-2	0.2	2	-1	-0.5
104	4	3	O=C(NC1CCCCC1)c1ccc(CS(=O)Cc2ccc(Cl)cc2)o1 (stereo not given)	-1	-11	-3	-0.1	5	2	-2.1
103	12	4	N=C1CCCN1CC(=O)c1ccc(Br)cc1	-2	-4	-3	0.0	5	2	-1.2
101	5	-1	CCOC(=O)c1cnn(-c2ccc([N+](=O)[O-])cc2)c1N	1	0	-2	-0.3	-1	-5	-0.5
102	-5	-8	COc1ccc(C(=O)c2c3ccc([N+](=O)[O-])cc3[n+]([O-])n2CCCN)cc1	-5	-5	12	0.1	-9	-6	-2.1
85	10	/	O=C(O)c1cccc(-c2csc(C(O)c3ccccc3)n2)c1 (stereo not given)	0	7	7	0.1	8	-10	-1.0
90	-10	4	Cc1nnc2ccc(-c3cccc(NC(=O)Cc4cccs4)c3)nn12	15	10	-3	0.0	1	-15	-1.0
96	2	-10	COc1ccc2oc(C(=O)N3CCc4ccccc43)c(C)c2c1	-19	9	2	0.4	-3	-17	-2.2
102	6	-16	NC(=O)CN1CCN(CCN2C(=O)c3cccc4cccc(c34)C2=O)CC1	16	-1	-1	-0.1	-8	8	-2.1
97	5	0	CC1N(O)C(C)(C)C(c2ccccc2)=[N+]1[O-] (stereo not given)	1	9	1	-0.4	8	-5	0.2
100	0	0	CCN(CC)S(=O)(=O)c1ccc(C(=O)NNC(=O)C2CCN(S(=O)(=O)c3ccc(Cl)cc3)CC2)cc1	-1	-2	-5	-0.4	-2	-7	0.1
88	-3	-15	CN(Cc1ccccc1)C(=O)c1cccc(NC(=O)Cc2cccc([N+](=O)[O-])c2)c1	-3	-6	-2	1.3	-1	3	-1.6
96	-4	-9	C=CCn1c(SCC(=O)Nc2cc(C)c(Cl)cc2OC)nnc1-c1ccco1	-1	-2	-3	2.2	-2	2	-2.6
100	6	-7	O=C(NCc1ccc(F)cc1)c1cc2ccccn2n1	-1	2	2	-0.4	-4	5	-0.4
97	4	10	O=C(Nc1nc(-c2cccs2)cs1)c1ccc(Cl)cc1	-1	-14	-3	-0.3	0	-7	0.0
99	3	3	Cc1cc(=O)c2ccc3ccccc3c2[nH]1	-2	4	7	-0.1	-3	-8	-1.3

Whole records from above. Order of screens: ABCB6 inh MLPCN	MC4R antagonist	TLR9-MyD88 inh	Glyco luc inh	Vif inh	Granule exo inh	aDG glyco up	ABHD5 PLIN5 PPI	NOD2-RIPK2 inh	MC4R barr agon
O=C(Nc1nc(-c2cccs2)cs1)c1ccc(Cl)cc1 across the screens: 97	4	10	-1	-14	-3	-0.3	0	-7	0.0
Cc1cc(=O)c2ccc3ccccc3c2[nH]1 across the screens: 99	3	3	-2	4	7	-0.1	-3	-8	-1.3
CCN(CC)S(=O)(=O)c1ccc(C(=O)NNC(=O)C2CCN(S(=O)(=O)c3ccc(Cl)cc3)CC2)cc1 across the screens: 100	0	0	-1	-2	-5	-0.4	-2	-7	0.1

Continuation:
ABCB6 inh MLPCN	MC4R antagonist	TLR9-MyD88 inh	smiles	Glyco luc inh	Vif inh	Granule exo inh	aDG glyco up	ABHD5 PLIN5 PPI	NOD2-RIPK2 inh	MC4R barr agon
93	1	10	COc1ccc(-n2c(N)c(C(=O)NCc3ccco3)sc2=S)cc1	-3	-6	-3	0.1	-7	7	-1.5
82	-4	13	O=C(C1CCC1)N1CCc2cc(S(=O)(=O)Nc3ccc4c(c3)OCCO4)ccc21	-3	-29	-2	3.9	-3	-8	-0.2
89	3	-5	CC(C)(C)[C@@H]1COC(=O)[C@H](Cc2ccc(F)cc2)CC/C=C\C[C@@H](CC(=O)NCCO)C(=O)N1	2	/	-2	0.3	9	1	-2.5
101	1	1	O=C(N/N=C/c1ccccc1C(=O)O)c1ccc(COc2cccc3cccnc23)cc1	-1	0	0	-0.2	-4	-5	-1.6
99	6	6	CCC(C(=O)NCCN1CCOCC1)n1nc(C)n2c(cc3sccc32)c1=O (stereo not given)	2	7	0	0.1	7	7	-2.8
99	12	2	O=C(Nc1cc(Br)ccc1O)C1CC(c2c(F)cccc2Cl)=NO1 (stereo not given)	0	-5	5	0.0	-2	22*	3.8
96	-1	-5	CCCCSC1(SCCCC)N=C(N)C2(C#N)C(c3ccccc3)NC(C)=CC12C#N (stereo not given)	2	-2	0	0.0	0	-50	-0.9
102	9	3	C[C@H](CO)N1C[C@H](C)[C@@H](CN(C)CC2CCCCC2)Oc2c(NC(=O)C3CC3)cccc2C1=O	-3	3	-2	0.2	7	-2	-0.2
91	4	-8	c1ccc(-n2c(SCc3nc(-c4cccs4)no3)nnc2-c2ccco2)cc1	-3	-4	0	0.4	-12	-16	2.0
105	10	/	Cc1c(S(=O)(=O)c2ccccn2)c(N)n(Cc2ccccc2)c1C	-1	-3	-1	0.2	2	-14	1.2
98	0	-2	O=C(NCCc1cn2ccccc2n1)C1CCCCC1	0	1	-3	-0.1	8	1	-0.4
89	0	9	Cc1cccc(C(=O)NCCC(=O)Nc2ccc(C)c(F)c2)c1	1	-5	18	-0.1	2	-10	1.1
99	4	-10	Cc1ccc2nc3c(cc(S(=O)(=O)c4ccccc4)c(=N)n3C3CCCC3)c(=O)n2c1	0	-2	-2	-0.2	2	-8	0.0
106	4	2	CCn1c(=N)n(CCOc2ccc(OC)cc2)c2ccccc21	-1	15	-1	0.2	5	2	-2.0
99	-4	3	O=P(c1ccccc1)(c1ccccc1)c1ccc(O)cc1	0	1	-3	-0.1	2	-4	-0.6
